High-throughput results from PubChem BioAssay.
FN deposit inh = fibronectin deposition inhibition. hit rate 0.086% among 350,000. inhibition, % at 12.6 µM. AH1F fibroblasts, Alexa488-fibronectin deposition fluorescence, overnight;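 active means mean inhibition across replicates of 30% or more, regardless of how many single replicates reach that level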;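 further: positive control wells lacked labelled fibronectin entirely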
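Test system: AH1F fibroblast monolayer depositing Alexa488-labelled fibronectin into matrix. Input: 10000 cells per well. Technique: fluorescence, ex 485 nm, em 525 nm. Buffer or medium: DMEM plus 2% serum, read in PBS. Timing: 1 h cell adhesion before compound, then overnight fibronectin incubation. Compound: single dose, pinned. Read-out basis: inhibition from reduced deposited-fibronectin fluorescence.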
EWS-Fli block = blocks EWS/Fli oncoprotein-driven transcription; A673 NR0B1-luciferase reporter, viability-normalised; inhibition, % at 12.6 µM; AID 651661; hit rate 0.67% among 350,000;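 active means mean inhibition of at least 50% after viability correction, with every replicate also passing that limit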;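 further: firefly luciferase signal divided by Alamar Blue viability fluorescence both relative to DMSO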
esBAF inh = blocks esBAF chromatin remodeling in mouse ES cells; Bmi1-luciferase knock-in reporter, 24 h; 100% = twice the neutral-well signal; hit rate 2% among 350,000; reporter increase, % at 12.5 µM; in the data active means activation above about 40%;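 further: 0% = median of the plate's neutral control wells and 100% = double that signal; a rise in the Bmi1 reporter signal indicates esBAF inhibition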
E-selectin induc = E-selectin induction on HUVECs; P16581; HUVEC E-selectin immunofluorescence imaging; normalized: neutral wells 0, TNF-alpha wells 100; activation, % at 7.58 µM; hit rate 0.37% among 260,000; AID 686992;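 active means mean E-selectin-positive cell signal at least 10% of the positive control, reached in at least 60% of replicates, without over 20% cell loss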;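 further: in these data hits start at about 27%; measured in HUVEC primary endothelial cells; signal is the percent of cells scored E-selectin positive by PE staining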
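Material: HUVEC primary endothelial cells; Amount: 3,000 cells per well; Dosing: single concentration; Medium: EGM-2 growth medium on 0.1% gelatin-coated wells; Read-out basis: percent E-selectin-positive cells; Signal: immunofluorescence imaging; Control set: TNF-alpha, DMSO.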
RAD54 inh = blocks human RAD54 Holliday junction branch migration; inhibition, % at 10.4 µM; FAM/BHQ fluorescence; hit rate 0.14% among 360,000; AID 602329;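 active means mean normalized replicate activity at least 40 and at least half of replicates scoring 40 or more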;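 further: 0% = median of neutral control wells and 100% = median of positive control wells; inhibitors cause a drop in the FAM fluorescence signal; in these data hits start at about 50%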
RAD52 inh = inhibitors of human RAD52 DNA annealing; AID 651710; recombinant RAD52 DNA annealing, FRET fluorescence; P43351; hit rate 0.46% among 360,000; inhibition, % at 18.7 µM;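 active means every replicate showing at least 50% inhibition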
Target sequence (P43351 whole entry, looked up): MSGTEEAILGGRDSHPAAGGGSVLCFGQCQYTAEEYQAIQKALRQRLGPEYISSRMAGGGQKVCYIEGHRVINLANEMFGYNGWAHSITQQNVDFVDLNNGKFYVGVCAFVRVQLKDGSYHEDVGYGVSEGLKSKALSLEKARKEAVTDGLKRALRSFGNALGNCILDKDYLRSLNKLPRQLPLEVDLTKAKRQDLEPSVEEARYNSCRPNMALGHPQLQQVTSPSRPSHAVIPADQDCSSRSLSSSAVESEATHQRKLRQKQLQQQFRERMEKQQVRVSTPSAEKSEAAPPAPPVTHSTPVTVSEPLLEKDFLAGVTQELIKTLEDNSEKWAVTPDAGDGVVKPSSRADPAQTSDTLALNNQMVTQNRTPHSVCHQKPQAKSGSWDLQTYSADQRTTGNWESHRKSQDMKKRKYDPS
Xi reactivation = X-chromosome reactivation activator. XiGFP mouse fibroblasts, % GFP-positive cells imaging, 3 d; cells co-treated with 5-aza-dC sensitizer; scaled so ellipticine positive control = 100%. activation, % at 7.58 µM. AID 743238. hit rate 0.055% among 360,000;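 active means mean normalized replicate activation at least 10% and every replicate at or above 10%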;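 further: 0% = median of on-plate neutral control wells and 100% = ellipticine 6 µM median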
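Assay system – SV40-immortalized XiGFP fibroblast cells, line 68-5-11 · Buffer or medium – DMEM supplemented with 5-aza-dC as sensitizing agent · Dosing – one concentration, pinned · Benchmarks – positive control ellipticine, 6 µM final · Times – 3 days compound exposure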
S100A4 inh HTS = blocks human S100A4 binding to myosin IIA peptide | hit rate 0.14% among 360,000 | inhibition, % at 10.7 µM | S100A4/TAMRA-MyoIIA peptide fluorescence polarization;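 active means mean inhibition of at least 70% across replicates, with every replicate also reaching that level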
Target sequence (P26447 whole entry, looked up): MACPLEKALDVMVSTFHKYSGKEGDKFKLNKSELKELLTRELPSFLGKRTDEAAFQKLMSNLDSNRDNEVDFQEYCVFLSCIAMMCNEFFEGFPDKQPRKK
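Test system – S100A4 monomer (human) · Compound – single-point compound testing · Schedule – 5 min incubation before reading · Probe or stimulus – TAMRA-labelled myosin IIA heavy-chain peptide probe, 5 nM · Benchmarks – neutral control DMSO, positive control TFP · Medium – Calcium-containing HEPES buffer, pH 7.2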
* marks the source's active call; other numbers are inactive results; . = no result given; & = joins results of further samples.

SMILES	FN deposit inh	EWS-Fli block	esBAF inh	E-selectin induc	RAD54 inh	RAD52 inh	Xi reactivation	S100A4 inh HTS
Cc1cc(=O)[nH]c(SCC(=O)NC2CCCCCC2)n1	-16.4	15.0	.	-0.1	-3.7	-6.1	0.3	5.6
CCn1c(SCC(=O)Nc2cc(C)on2)nnc1-c1c[nH]c2ccccc12	-2.7	10.8	-1.9	.	-2.1	-4.3	0.2	0.7
CCOc1cc(N2CCOCC2)c(OCC)cc1NC(=O)Cn1nc(C)c([N+](=O)[O-])c1C	1.0	-1.9	2.1	.	.	0.3	0.2	-0.3
CCC(C)c1ccc(S(=O)(=O)N2CCN(c3ccccn3)CC2)cc1 (stereo not given)	0.2	3.3	4.3	.	-21.5	-10.0	0.0	0.9
COc1ccc(-c2nsc(SCC(=O)Nc3ccc4c(c3)OCO4)n2)cc1	-2.1	-5.5	.	3.1	.	2.1	1.2	4.4
CC(C)NC(=O)C1(C)CN(S(C)(=O)=O)CC(=O)N1C1CCCCCC1 (stereo not given)	6.6	6.4	.	-0.3	.	-4.5	0.1	0.2
O=C(O)CCCN1C(=O)c2ccccc2Sc2ncccc21	.	-20.1	-4.2	.	-2.7	-12.0	0.4	0.1
Cc1cc(C)c(CN2CCN(C(=O)CC[C@H]3O[C@@H](n4cnc5c(NC(=O)c6ccccc6)ncnc54)[C@H](O)[C@@H]3O)CC2)c(C)c1	.	4.3	3.7	0.1	-14.0	-13.7	-0.1	-1.6
O=C(C1CC1)N1CC[C@@H]2[C@@H](CO)Nc3ccc(Br)cc3[C@@H]21	-10.2	-3.3	2.2	0.1	-3.9	-16.8	0.1	-2.1
COc1cccc(OC)c1OCCCN1CCC(Cc2ccccc2)CC1	6.8	17.9	-9.8	.	11.2	-9.9	0.0	-1.8
CC(C)c1nnc(SCC(=O)Nc2ccc3c(c2)OCCO3)n1C	-7.0	-1.7	-1.9	.	-9.3	-18.6	0.1	1.4
C[C@@H]1CN([C@@H](C)CO)C(=O)c2cc(NS(=O)(=O)c3ccccc3)ccc2O[C@H]1CN(C)C(=O)Nc1ccc(C(F)(F)F)cc1	4.4	-4.2	-4.0	0.1	.	.	0.0	.
O=C(O)CCNC(=O)COc1ccc2c3c(c(=O)oc2c1)CCCC3	7.8	1.1	-4.3	0.0	-2.7	-1.3	0.3	-2.4
Cc1cc(C(=O)CSc2nnc(-c3cccnc3)n2-c2ccccc2)c(C)n1CC1CCCO1 (stereo not given)	.	-61.6	20.8	.	-5.4	-19.7&-6.5	.	-3.2&-1.8
Cn1cnnc1Sc1ccc(/C=C(\CCC(=O)O)c2nc3ccccc3s2)cc1[N+](=O)[O-]	-2.7	3.4	.	0.0	.	-1.7	0.3	3.7
COc1ccccc1NC(=O)Nc1nc(CC(=O)NC2CCCC2)cs1	11.1	0.0	.	-0.2	-11.3	-7.3	0.1	-4.1
CCOC(=O)c1cccc(NC(=S)NCc2ccc(C)cc2)c1	-5.5	-21.7	2.5	-0.7	-0.2	-2.6	0.6	-1.9
CC(=O)c1cc2c(cc1NC(=O)CCc1c(C)nc3ncnn3c1C)OCO2	-0.4	-22.7	12.9	.	6.5	-19.2	0.0	19.7
Cn1c(SCC(=O)N2CCCC2=O)nnc1-c1ccccc1F	-11.9	4.8	2.4	1.1	1.9	-6.1	-0.1	1.8
C[C@H](O)Cc1cc2ccccc2c(=O)o1	-2.1	-2.3	8.2	0.1	6.7	8.2	0.7	2.2

The closing seven compounds of the part before open the next one.
SMILES	FN deposit inh	EWS-Fli block	esBAF inh	E-selectin induc	RAD54 inh	RAD52 inh	Xi reactivation	S100A4 inh HTS
Cc1cc(C(=O)CSc2nnc(-c3cccnc3)n2-c2ccccc2)c(C)n1CC1CCCO1 (stereo not given)	.	-61.6	20.8	.	-5.4	-19.7&-6.5	.	-3.2&-1.8
Cn1cnnc1Sc1ccc(/C=C(\CCC(=O)O)c2nc3ccccc3s2)cc1[N+](=O)[O-]	-2.7	3.4	.	0.0	.	-1.7	0.3	3.7
COc1ccccc1NC(=O)Nc1nc(CC(=O)NC2CCCC2)cs1	11.1	0.0	.	-0.2	-11.3	-7.3	0.1	-4.1
CCOC(=O)c1cccc(NC(=S)NCc2ccc(C)cc2)c1	-5.5	-21.7	2.5	-0.7	-0.2	-2.6	0.6	-1.9
CC(=O)c1cc2c(cc1NC(=O)CCc1c(C)nc3ncnn3c1C)OCO2	-0.4	-22.7	12.9	.	6.5	-19.2	0.0	19.7
Cn1c(SCC(=O)N2CCCC2=O)nnc1-c1ccccc1F	-11.9	4.8	2.4	1.1	1.9	-6.1	-0.1	1.8
C[C@H](O)Cc1cc2ccccc2c(=O)o1	-2.1	-2.3	8.2	0.1	6.7	8.2	0.7	2.2
CO[C@H]1CN(C)C(=O)c2cc(NS(=O)(=O)c3cccc(C)c3)ccc2OC[C@@H](C)NC[C@@H]1C	9.8	0.6	1.7	-0.1	3.8	-6.9	0.4	-5.7
CCC(C)NC(=O)Cc1c(OC)ccc2cc(Br)ccc12 (stereo not given)	-0.3	0.5	-8.6	-0.2	.	-9.6	0.0	1.1
COc1ccccc1-c1cnc2c(c1)C(=O)N([C@H](C)CO)C[C@H](C)[C@@H](CN(C)Cc1cccc(F)c1)O2	5.8	-10.9	-5.5	-0.4	-0.5	-5.2	-0.7	-4.1
C[C@H](CO)N1C[C@H](C)[C@@H](CN(C)CC2CCCC2)OCc2cn(nn2)CCCC1=O	-8.5	-7.5	2.0	0.0	7.6	4.3	0.1	1.3
C[C@@H]1CN([C@@H](C)CO)C(=O)Cc2cc(NC(=O)Nc3ccc(F)cc3)ccc2O[C@@H]1CN(C)CC1CCCCC1	.	44.8	2.2	0.7	-10.2	13.8	0.4	8.6
O=C(Oc1ccc2c3c(c(=O)oc2c1)CCCC3)c1cccs1	3.0	-11.7	.	.	.	-7.5	0.1	0.6
COc1cccc(C2c3c(oc4ccccc4c3=O)C(=O)N2Cc2ccco2)c1 (stereo not given)	-11.1	5.4	-7.4	-0.2	.	-8.0	-0.1	0.0
CNC(=O)COc1ccc(S(=O)(=O)N2CCCC2)cc1	-14.1	3.0	-3.8	.	-3.4	1.0	-0.1	-2.2
COc1ccc(S(=O)(=O)N2CCN(C(=O)c3oc4ccccc4c3C)CC2)cc1	0.6	.	1.4	0.0	1.9	-21.7	-0.1	-1.1
CC#CCN1C=C(C(=O)OCC)C(C)N(Cc2ccc(Br)cc2)S1(=O)=O (stereo not given)	.	-14.6	-0.9	-1.6	-4.4	-14.2	0.4	4.7
C[C@@H]1CN([C@H](C)CO)C(=O)c2cc(NC(=O)Nc3ccccc3)ccc2O[C@@H](C)CCCCO[C@@H]1CN(C)S(=O)(=O)c1ccc(Cl)cc1	.	-3.2	1.4	1.9	1.9	-18.8	0.1	-7.5
O=C(CCN1CCOCC1)Nc1ccccc1	-8.5	.	1.7	-0.7	-8.1	.	.	.
CCOc1ccccc1NC(=O)NC1(C(=O)NCc2cccnc2)CCCCC1	4.7	-4.6	-10.6	.	4.6	-9.0	0.1	3.9
O=C(N[C@H]1CC[C@@H](CCNC(=O)C2CCOCC2)O[C@@H]1CO)c1ccncc1	-0.7	2.9	-6.1	-0.3	5.0	19.4	0.2	-5.5
CC(=O)c1cccn1S(=O)(=O)c1ccccc1	5.3	1.2	3.9	0.0	14.3	-7.6	0.1	0.2
NS(=O)(=O)c1ccc(NC(=O)COC(=O)c2ccc([N+](=O)[O-])s2)cc1	-3.0	-13.6	-7.3	2.4	-6.1	0.7	0.0	-5.2
Cc1ccccc1Cn1nnc(-c2ccc(F)cc2)n1	-4.9	-19.1	6.4	0.2	-6.8	-12.4	0.0	-3.1
Cc1ncc(/C=C2\C(=O)Nc3ccccc32)[nH]1	3.6	-26.6	.	.	.	-155.1	0.4	7.2
COc1ccc(S(=O)(=O)N(C)C[C@H]2Oc3c(NC(=O)Nc4c(C)noc4C)cccc3C(=O)N([C@@H](C)CO)C[C@@H]2C)cc1	3.3	-9.6	-6.3	7.1	.	.	-1.0	.
COc1ccccc1C1CCN(Cc2ccc(Cl)cc2Cl)CC1	4.8	7.0	-1.8	0.1	-4.5	-17.0	0.0	-6.0
C[C@@H]1CCCCO[C@@H](CN(C)C(=O)Nc2ccccc2)[C@H](C)CN([C@@H](C)CO)C(=O)c2cc(NC(=O)c3ccccc3)ccc2O1	-3.9	-9.4	3.4	.	-15.5	-12.9	0.5	7.4
COc1ccc(NC(=O)CSc2nc3ccccc3c(=O)n2CCNC(C)=O)cc1	-9.1	.	4.6	.	0.3	-1.1	.	-19.1
COCC#Cc1ccc2c(c1)O[C@@H](CN(C)C)[C@H](C)CN([C@@H](C)CO)S2(=O)=O	-5.6	6.8	4.5	-0.1	4.4	-8.3	0.6	5.7
CC(=O)N1CCN(C(=O)c2cc(C)oc2C)CC1	4.0	2.2	-0.7	0.5	-5.0	-8.9	-0.1	-3.9
C[C@H](CO)N1C[C@H](C)[C@H](CN(C)C(=O)Nc2cccc3ccccc23)Oc2ccc(NS(=O)(=O)c3cccs3)cc2CC1=O	.	5.1	0.7	7.1	2.0	.	-0.1	.
O=C(C[C@H]1CC[C@H]2[C@@H](COC[C@H](O)CN2S(=O)(=O)c2cccc(F)c2)O1)NC1CCC1	1.8	-15.2	-1.2	-0.1	-7.8	-4.0	0.1	-1.5
CC(C)C[C@H](NC(=O)[C@H](Cc1ccccc1)n1c(=O)[nH]c2ccccc2c1=O)C(=O)N1CCC[C@H]1C(=O)O	.	-1.3	-4.5	.	-5.6	-1.2	.	-6.5
O=C(CCOc1ccccc1)Nc1cccc([N+](=O)[O-])c1	-0.6	-19.7	-2.1	0.4	-9.4	-5.4	-0.1	16.7
COc1ccc(OCC(=O)NCCCNC(=O)COc2ccc(OC)cc2)cc1	0.9	-8.1	-8.1	.	-12.2	-6.1	-0.1	-9.7
O=C(c1ccc2ccccc2n1)N1CCN(c2ccccn2)CC1	-1.0	-4.2	0.1	21.2	8.3	-6.3	0.3	-1.6

One compound at a time (already shown). Order of values: FN deposit inh	EWS-Fli block	esBAF inh	E-selectin induc	RAD54 inh	RAD52 inh	Xi reactivation	S100A4 inh HTS
Entry for C[C@H](CO)N1C[C@H](C)[C@H](CN(C)C(=O)Nc2cccc3ccccc23)Oc2ccc(NS(=O)(=O)c3cccs3)cc2CC1=O : .	5.1	0.7	7.1	2.0	.	-0.1	.
Entry for CC(=O)N1CCN(C(=O)c2cc(C)oc2C)CC1 : 4.0	2.2	-0.7	0.5	-5.0	-8.9	-0.1	-3.9
